# Bioassay records (PubChem BioAssay)
# Pf growth 48h – P. falciparum growth inhibition at 48 hours (one generation); P. falciparum luciferase growth in erythrocytes, 48 h; Potency, µM (series often up to 28.7 µM), for inactives: top-dose activity change, negative = inhibition, usual class: inhibitors; 310,000 compounds, 5.9% hits; AID 504832; further: potency means the concentration at half of the fitted maximal effect; on the % scale 0 is the no-effect control and ±100 the full control effect
#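 Luciferase-expressing P. falciparum in infected erythrocytes (2% hematocrit, 0.1% parasitemia final) in RPMI 1640/0.5% Albumax were exposed to compound for 48 hours at 37 C, 5% CO2; growth read as luminescence.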
# Shiga inhibitor – Shiga toxin inhibition. Vero cells, Shiga toxin protein synthesis inhibition reporter. inhibition, % at 38.7 µM. 290,000 compounds, 9.2% hits. AID 2315; in the data active means inhibition mostly above about 28%, no sharp cut-off; inactive means mostly below about 43%; further: 0% is about no effect
# Pf growth 96h – inhibits malaria parasite growth, 96 h | Potency, µM (series often up to 28.7 µM), without a hit: at the top dose activity change, negative = inhibition, most hits filed as inhibitors | P. falciparum luciferase reporter growth, 96 h | AID 504834 | 320,000 compounds, 6.9% hits; further: potency means the concentration at half of the fitted maximal effect; on the % scale 0 is the no-effect control and ±100 the full control effect
#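 Cell-based qHTS: luciferase-tagged P. falciparum in erythrocytes (2% hematocrit, 0.05% parasitemia final) incubated with compounds for 96 hours, 37 C, 5% CO2; luciferase detection reagent then added and luminescence measured.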
# Sm TGR inh – S. mansoni TGR enzyme inhibition. purified TGR, DTNB reduction, TNB absorbance 405 nm. Potency, µM (series often up to 114 µM), inactives show at the highest dose activity change, negative = inhibition, actives largely listed as inhibitors. 360,000 compounds, 3% hits. AID 485364; further: potency means the concentration at half of the fitted maximal effect; on the % scale 0 is the no-effect control and ±100 the full control effect; nearly all actives have a fitted effect of over 60% in size
#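 First, TGR (20 nM dispensed) and NADPH were mixed with compound. Second, a 15 min room-temperature incubation followed. Third, further NADPH and then DTNB were added to start the reaction. Finally, TNB absorbance was monitored kinetically.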
# CHX counter – affects cycloheximide protein synthesis inhibition readout, counter-screen. cell reporter, cycloheximide protein synthesis inhibition counterscreen. max response, %. 300,000 compounds, 12% hits. AID 2314; in the data active means max response mostly above about 13%, no sharp cut-off; inactive means mostly below about 14%; further: read at 38.3 µM for the half of the compounds with a filed dose; 0% is about no effect
# Giardia FBPA inh – blocks Giardia fructose-bisphosphate aldolase activity | 290,000 compounds, 0.71% hits | A8B2U2 | Potency, µM (highest dose often 59.6 µM), inactives show top-dose activity, negative = inhibition, actives largely listed as inhibitors | purified Giardia FBPA; further: potency means the concentration at half of the fitted maximal effect; on the % scale 0 is the no-effect control and ±100 the full control effect; nearly all actives have a fitted effect of over 55% in size
# Target sequence (A8B2U2 whole entry, looked up): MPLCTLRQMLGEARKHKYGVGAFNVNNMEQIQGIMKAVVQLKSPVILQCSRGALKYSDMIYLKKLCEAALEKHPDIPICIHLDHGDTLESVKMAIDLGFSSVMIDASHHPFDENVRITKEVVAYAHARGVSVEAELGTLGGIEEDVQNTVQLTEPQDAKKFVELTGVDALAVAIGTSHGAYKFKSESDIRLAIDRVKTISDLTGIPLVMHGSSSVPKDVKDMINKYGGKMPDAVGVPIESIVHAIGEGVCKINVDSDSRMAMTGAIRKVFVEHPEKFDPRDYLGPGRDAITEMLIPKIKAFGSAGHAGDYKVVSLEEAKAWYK
#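 Giardia FBPA (40 nM reagent) was preincubated 10 min at RT with compound (up to 57.5 uM final), then substrate plus GAPDH/TPI/NAD/arsenate coupling system with diaphorase/resazurin was added; resorufin fluorescence (525/598 nm) was read after 20 min.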
# * hit, by the source's call; ? = inconclusive; nt = not tested or not shown; & = joins results of further samples; [ ] = dose if it differs, or a comment. Unless noted, the call rests on the fitted dose curve; in most records, active means well fitted curve in the direction sought with a large enough effect; inconclusive means small, poorly fitted or top-dose-only effect, or another doubt; inactive means no such curve, though single readings can be large; an effect the other way counts as inactive or inconclusive. Random draw from the library; 24% or so of the library scored in one or more.
SMILES,Pf growth 48h,Shiga inhibitor,Pf growth 96h,Sm TGR inh,CHX counter,Giardia FBPA inh
Cc1cc(Cl)ccc1C(=O)C1CCCN(C(=O)CCn2cnnn2)C1 (stereo not drawn),-2%,-1,5%,-9%,1,0%
COc1ccc(C2(C(=O)NC3CCCCC3)CCOCC2)cc1OC,6%,-2,nt,-14%,-4,3%
O=C(c1cccc(S(=O)(=O)N2CCCC2)c1)N(Cc1ccco1)C1CCS(=O)(=O)C1 (stereo not drawn),4%,-4,5%,?,5,0%
CCN(c1ccccc1)S(=O)(=O)c1ccc2[nH]cc(C(=O)NCCOC)c(=O)c2c1,?,31,28%,-19%,-3,3%
COc1cc(/C=N/NC(=O)CN2CCOCC2)ccc1OCc1ccccc1,-11%,16,?,-9%,17,0%
CC(C)NC(=S)NC(c1ccccc1)(c1ccccc1)c1ccccc1,6.6µM*,2,8.3µM*,7%,5,21%
CCN1CCN(C(=O)c2ccc(S(=O)(=O)Nc3ccccc3)cc2)CC1,?,nt,44%[activator],-11%,nt,nt
O=C(Nc1ccc(F)cc1)NC1(C(=O)NCc2ccc3c(c2)OCO3)CCCCC1,?,-5,-6%,0%,1,0%
COc1ccc(-n2nnnc2SCC(=O)NCCc2ccc(OC)c(OC)c2)cc1,-13%,13,5.2µM*,-26%,0,5%
COc1ccccc1-n1c(SC)nc2c(sc(=S)n2-c2ccccc2)c1=O,-4%,3,16%,-1%,-2,-1%
CCN(CC)CCNC(=O)C(C(=O)c1ccccc1)n1ccccc1=O (stereo not drawn),2%,-6,-22%,-32%,-2,-2%
c1cncc(CNc2ncnc3ccc(-c4ccoc4)cc23)c1,?,nt,?,-24%&-18%,nt,0%
Oc1c(Cl)cc(Cl)cc1C=Nc1ccc(N2CCOCC2)cc1,?,-5,?,0%,-2,4%
COc1ccc2cc(C(=O)C3CCCN(C(=O)CSc4nnc(C)o4)C3)ccc2c1 (stereo not drawn),-12%,-2,?,-10%,5,2%
Cc1ccc(C(=O)NCCONC(=O)c2ccc(C)cc2)cc1,-3%,-7,40%[activator],0%,-1,-2%
CCc1ccc(Nc2n[n+](-c3ccccc3)c(-c3ccc(C(=O)O)cc3)s2)cc1,28%,17,?,-35%,-1,?
CCCCCC1CCC(C(=O)NNC(=S)NCC)CC1 (stereo not drawn),?,-9,?,-2%,0,14%
COc1cc(C=Nc2ccccc2C(=O)Nc2ccccc2)cc(OC)c1OC,-10%,2,?,1%,-1,2%
O=C(Oc1ccccc1)c1ccc(-n2cnnn2)cc1,7%,-11,?,-5%,-3,0%
CC(C)COn1c(=S)[nH]c2ccccc2c1=O,61%[activator],55*,102%[activator],2%,27*,-9%

# Molecules listed so far that have an aryl methoxy group:
SMILES,Pf growth 48h,Shiga inhibitor,Pf growth 96h,Sm TGR inh,CHX counter,Giardia FBPA inh
COc1ccc(C2(C(=O)NC3CCCCC3)CCOCC2)cc1OC,6%,-2,nt,-14%,-4,3%
COc1cc(/C=N/NC(=O)CN2CCOCC2)ccc1OCc1ccccc1,-11%,16,?,-9%,17,0%
COc1ccc(-n2nnnc2SCC(=O)NCCc2ccc(OC)c(OC)c2)cc1,-13%,13,5.2µM*,-26%,0,5%
COc1ccccc1-n1c(SC)nc2c(sc(=S)n2-c2ccccc2)c1=O,-4%,3,16%,-1%,-2,-1%
COc1ccc2cc(C(=O)C3CCCN(C(=O)CSc4nnc(C)o4)C3)ccc2c1 (stereo not drawn),-12%,-2,?,-10%,5,2%
COc1cc(C=Nc2ccccc2C(=O)Nc2ccccc2)cc(OC)c1OC,-10%,2,?,1%,-1,2%

# Additional compounds
SMILES,Pf growth 48h,Shiga inhibitor,Pf growth 96h,Sm TGR inh,CHX counter,Giardia FBPA inh
O=[N+]([O-])c1ccc(NC2CCN(Cc3ccccc3)CC2)c2ccncc12,1.7µM*,17,?,0%,-7,15%
Cc1ccc(NS(=O)(=O)c2ccc3c(c2)NC(=O)CCS3)cc1F,9.3µM*,-3,-20%,-21%&20%,7,1%
COc1ccccc1OCCCC(=O)Nc1ccc(N2CCOCC2)cc1,10%[5.75 µM],10,-10%[5.75 µM],-3%,13*,-9%
O=C(NC(=O)c1ccc(Cl)cc1)OC1CCCCC1,13%,63*,24%,3%,48*,-1%
CC(OC(=O)c1ccc(Br)o1)C(=O)Nc1ccc2c(c1)OCCO2 (stereo not drawn),-11%,nt,3%,-1%,nt,nt
CN1CC2([N+](=O)[O-])CC=C(Cl)C([N+](=O)[O-])(C1)C2 (stereo not drawn),8%,17,23%,nt,-1,-1%
CCOC(=O)c1ccc(CSc2nnc(-c3ccncc3)n2N)cc1,-25%,77,23%,4%,41*,-2%
COc1ccc(C2N(c3ccc(OC)cc3)C(=S)N3CCCN23)cc1 (stereo not drawn),-15%,28,?,2%,0,8%
C/C(Cc1ccccc1)=N\NC(=O)CNC(=O)COc1cccc(C)c1,-9%,22,8%,5%,-2,4%
CNC(=O)N1CCN(C(=O)NC)CC1,nt,-5,21%,0%,-6,1%
COc1ccc(C(=O)N2C(=O)c3ccc(N)cc3C2=O)cc1,67%[activator],-16,150%[activator],47%[activator],2,2%
CC1(C)CC(=O)C2=C(C1)Nc1ccccc1[S@]2=O,5%,11,30%,-3%,-1,0%
CC(C)n1ncc2c(C(=O)Nc3ccc(CC#N)cc3)cc(C3CC3)nc21,15µM*,nt,?,-16%,nt,nt
Cc1ccc(NC(=O)C2CC(=O)OC23CCOC(C)(C)C3)cc1 (stereo not drawn),nt,-11,-20%,3%,-4,5%
NC(=O)C1(c2ccccc2)CCCN1C(=O)c1ccccc1Br (stereo not drawn),-11%,-25,-9%,1%,-4,4%
Cc1cc(C)c2ccc(=S)[nH]c2n1,9%,-10,184%[activator],-2%,-2,-6%
Cc1nc2nc[nH]n2c(=O)c1CCOC(=O)c1c(F)cccc1F,0%,14,?,-3%,-3,3%
Cc1noc(C)c1COC(=O)c1ccccc1NC(=O)c1ccco1,?,-3,?,6%,-1,3%
CC[C@@H](C)[C@H](NC(=O)Cc1c(C)c2cc3c(C)coc3c(C)c2oc1=O)C(=O)O,-8%,3,3%,6%,-2,4%
COc1ccc(Cl)cc1-n1c(C)cc(C(=O)O)c1C,-15%,8,-21%,-27%,-2,0%
CCCCOCCCn1c(-c2ccco2)nc2nc3ccccc3nc21,?,19,9%,-62%,-1,-8%
O=C(CCc1n[nH]c(=O)[nH]c1=O)Nc1cccc([N+](=O)[O-])c1,-6%,34,-2%,-30%,-2,-9%
COc1ccc(CCN2C(=NC(C)=O)SC3CS(=O)(=O)CC32)cc1OC (stereo not drawn),9%,-4,20%,4%,2,0%
C/C=C\C(=O)Nc1cccc(C2=NOC3(C2)C[C@@H](C(N)=O)N(C(=O)c2ccccc2)C3)c1 (stereo partly drawn),?,-2,?,5%,-4,2%
CC(=O)Nc1nc(-c2cccs2)cs1,3%,40,5%,-7%,23*,-9%
Cc1ccc(C(=O)NCC(=O)Nc2ccncc2)s1,7%,-9,15%,3%,1,nt
CCC(C)(C)NC(=O)/C=C/c1cc(OC)c(OC)c(S(=O)(=O)N2CCc3ccccc32)c1,29%,-3,-2%,0%,-3,9%
Cc1ccc(S(=O)(=O)N2CCN=C2SCc2ccc(Cl)c(Cl)c2)cc1,1%,-13,11%,-2%,-2,-6%
O=C(Cn1nnc(-c2ccc(S(=O)(=O)N3CCCC3)cc2)n1)Nc1ccccc1-n1cccc1,9.3µM*,-13,?,-31%,-4,-2%
CCOC(=O)N1CCN(C(=O)COc2cc(=O)n(C)c3ccccc23)CC1,11%,-6,?,-12%,-1,-15%
O=[N+]([O-])c1cccc(S(=O)(=O)NCCc2ccccc2)c1,10%,-2,?,-6%,0,11%
C#CC(=O)N(c1cc(OC)ccc1OC)C(C(=O)NC1CCCC1)c1cccs1 (stereo not drawn),-1%,-39,55%[activator],?,-9,4%
CC(=O)c1ccccc1OCC(=O)Nc1cccc(S(=O)(=O)N2CCCC2)c1,?,nt,?,-3%,nt,nt
Cc1ccc(NC(=O)CCc2c(C)nc3ncnn3c2C)nc1,-1%,-15,?,-8%,2,-3%
COc1cccc(C=O)c1OC(=O)N1CCOCC1,2%[0.00184 µM],14,3%,2%,-7,6%
COc1ccc(NC(=O)N2CCCC2C(=O)NCC2CCCCC2)cc1 (stereo not drawn),-13%,-5,8%,-8%,2,-8%
c1csc(-c2nc3ccccc3s2)c1,108%[activator],96*,110%[activator],15%,56*,-6%
Cc1ccccc1OCC(=O)OCC(=O)N1CCCc2ccccc21,5%,nt,41%[activator],3%,nt,nt
COc1ccc(S(=O)(=O)N2CCC(C(=O)N3CCOCC3)CC2)cc1,28%,10,nt,-19%,-1,2%
Cc1ccc(CN(Cc2cccnc2)C(=S)Nc2cccc(Cl)c2C)cc1,?,27,-17%,-22%,10,-3%
Cc1cccc(N2C(=O)NC(=O)/C(=C/c3ccc(-c4ccc(C(=O)O)c(Cl)c4)o3)C2=O)c1,10%,-7,?,?,-2,-4%
Cc1ccc2c(c1)CCCN2C(=O)c1cc(C)c(C)s1,-17%,nt,?,-10%,nt,nt
CCn1cc(CN2CCC(n3nccc3NC(=O)c3cccc(F)c3)CC2)cn1,0%,17,7%,1%,9,nt
COc1ccc(C)cc1N(C(=O)c1ccco1)C(C(=O)NC1CCCC1)c1ccc(N2CCOCC2)cc1 (stereo not drawn),?,-2,?,11%,-2,nt
CCOC(=O)c1cccc(NC(=O)CSc2nnc(COc3ccccc3)n2CC)c1,-7%,-4,0%,-22%,-1,4%
Cc1ccnc(NC(=O)CCC(=O)N(CC(=O)NCc2ccccc2)Cc2ccccc2)c1,3%,34,59%[activator],2%,4,3%
COc1cc(NC(=O)CSc2nc3ccccc3cc2Cc2ccccc2)cc(OC)c1,12µM*,-9,?,2%,-1,-12%
CC(C)Oc1ccc(C2C(C#N)=C(N)Oc3c2c(=O)oc2ccccc32)cc1 (stereo not drawn),6%,23,126%[activator],-7%,-3,2%
CCC(C)N(C(=O)COC(=O)C1C(C(=O)OC)=C(C)NC(C)=C1C(=O)OC)C1CCS(=O)(=O)C1 (stereo not drawn),-8%,-10,?,3%,-7,0%
Cc1ccc(NC(=O)CSCC(=O)N2CCCc3ccccc32)cc1,19%,nt,11%,-10%,nt,nt
# Next part:
SMILES,Pf growth 48h,Shiga inhibitor,Pf growth 96h,Sm TGR inh,CHX counter,Giardia FBPA inh
COc1cc(NC(=O)C2=C(N3CCOCC3)/C(=C\c3ccc(Br)cc3)CC2)cc(OC)c1OC,-8%,2,24%,-7%,-1,-1%
O=C(O)c1cc(=O)c2cc(Cl)ccc2o1,34%,-9,32%,3%,-2,15%
CCN(C(=O)Oc1ccccc1)c1ccc(C(O)(C(=O)OC)C(F)(F)F)cc1 (stereo not drawn),13%,-8,76%[activator],1%,7,6%
COc1ccc(S(=O)(=O)NC(C)C(=O)NCc2cccnc2)cc1OC (stereo not drawn),18%,-4,0%,6%,-3,-8%
COc1cccc(-c2nc(C(N)=O)c3[nH]c(=O)n(-c4ccccc4)c3n2)c1OC,?,-5,?,-11%,-1,-1%
CN1OCC(S(=O)(=O)c2ccccc2)C1c1ccccc1 (stereo not drawn),-5%,-3,11%,2%,9,8%
CN1CCC(OC(=O)COc2ccc(Br)cc2)CC1,22%,-10,21%,20µM*,-8,-3%
N=C1/C(=C\c2coc3ccccc3c2=O)C(=O)N=C2SC=CN12,4%,-4,64%[activator],0%,-2,-15%
CN(C)C1(CNC(=O)C2CCC(=O)N(Cc3ccc(Cl)cc3)C2)CCCCC1 (stereo not drawn),-21%,-12,68%[activator],-14%,10,nt
CC1=C(C(=O)OCc2ccccc2)C(c2cccc([N+](=O)[O-])c2)NC(=O)N1C (stereo not drawn),0%,-15,?,5%,-3,14%
